TSHR antagonist: Antagonists of the Thyroid Stimulating Hormone Receptor: HTS campaign. TSHR-expressing cells, TSH-stimulated cAMP HTRF, 2 h; hits give low values. activity change, negative = inhibition, % at 11.5 µM. 0.2% of 330,000 active. AID 504810, 2011;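 active = activity change below a set negative limit, meaning inhibition stronger than a set level, cut at about -70% in these data; inconclusive = activity change between two set negative limits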; note: % is set by controls: 0 for no effect and ±100 for the full control effect
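Competitive HTRF cAMP read-out (cryptate anti-cAMP antibody, cAMP-d2; 30 min, room temperature) in freshly harvested TSHR cells. Compounds added before TSH at EC80 (4nM final), followed by 2 hours' incubation at 37 deg C.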
PTAP TSG101 blk: qHTS Assay for Iinhibitors of HIV-1 Budding by Blocking the Interaction of PTAP/TSG101; Tumor susceptibility gene 101 protein (Homo sapiens), Q99816; Fluorescence polarization, FITC-PTAP peptide / Tsg101 binding; Potency, µM (doses to about 115 µM), for the others: at the top dose activity change, negative = inhibition, actives largely listed as inhibitors; 340,000 tested, under 10 active; AID 493005, 2010; active = well fitted inhibition curve with a large enough effect in the main read-out, with a control signal flat, not every such curve was filed as active; inconclusive = small, poorly fitted or top-dose-only effect, or effect the other way, or a change in a side signal; inactive = no such curve, though single readings can be large or run the other way; note: potency is the fitted concentration of half-maximal effect; % of control where 0% means no effect
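FP read-out: FITC-PTAP peptide, 50 nM final, binding Tsg101 binding domain, 10 uM final; 20 min, r.t.; 10 mM HEPES pH 7.5, 0.15 M NaCl, 0.01% Tween 20, 3 mM EDTA, 0.1 mM TCEP.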
a7 integrin act: qHTS for Activators of Integrin-Mediated Alleviation for Muscular Dystrophy. alpha7betagal myoblasts, beta-gal FDG fluorescence, 48 h. Potency, µM (titrated, usually from 38.3 µM), without a hit: at the top dose activation, most hits filed as activators. 0.064% of 350,000 active. AID 624291, 2012;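 note: potency is the fitted concentration of half-maximal effect; 100% = response of the positive control SU9516; nearly all actives have a fitted effect of over 60% in size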
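alpha7betagal+/- myoblasts (passage 13, 250/well) treated 48 h at 37C with compounds at 1:260 dilution of DMSO stock. Lysed, then beta-galactosidase activity read as FDG fluorescence (ex 480/em 540) after 30 min, with pre-read for autofluorescence.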
A-T KAP1 phos: qHTS Assay for Identifying a Potential Treatment of Ataxia-Telangiectasia; Potency, µM (highest dose often 57.5 µM), inactives show top-dose activation, hits mostly activators; […] A-T fibroblasts, KAP-1 phosphorylation AlphaLISA; neocarzinostatin DNA damage 30 min before lysis; 0.19% of 320,000 active; AID 485349, 2010; note: potency is the fitted concentration of half-maximal effect; % of control where 0% means no effect; nearly all actives have a fitted effect of over 45% in size
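ATM-like activity read as KAP-1 phosphorylation via AlphaLISA donor/acceptor antibody pairs after lysis and 6 hr at 25C. Cells were ATM-null patient fibroblasts ([…], hTERT), dosed 60 min, then exposed to the DSB inducer NCS for 30 min.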
Mito fusion yeast: qHTS Assay for Small Molecule Inhibitors of Mitochondrial Division or Activators of Mitochondrial Fusion. S. cerevisiae fusion-defective mutant growth rescue, CellTiterGlo 48 h. 0.23% of 320,000 active. Potency, µM (doses to about 46.1 µM), for inactives: at the top dose growth rescue (activation), hits mostly activators. AID 485298, 2010;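 note: potency is the fitted concentration of half-maximal effect; % of control where 0% means no effect; nearly all actives have a fitted effect of over 45% in size; temperature-sensitive fusion mutants such as fzo1-1 at 37 °C on non-fermentable ethanol glycerol medium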
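Read-out: ATP-based luminescence (CellTiterGlo, 10 min ambient) reporting growth of fusion-defective ts yeast after 48 hours at 37C on glycerol/ethanol YPEG medium in the presence of compound.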
TCR activator: Activators of T cell receptors: qHTS campaign; AID 504894, 2011; Potency, µM (top dose mostly 9.22 µM), for the others: top-dose activation of IL-2 secretion, actives largely listed as activators; 330,000 tested, under 10 active; primary human leukocytes, anti-CD3, IL-2 HTRF, 48 h; note: % of control where 0% means no effect
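IL-2 release read by HTRF sandwich (Eu cryptate donor, d2 acceptor, 665 nm emission) after 48 hr exposure of primary human leukocytes to compound together with anti-CD3 beads in the absence of co-stimulatory signals.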
ASM inhibitor: Inhibitors of Secretory Acid Sphingomyelinase (S-ASM): qHTS | 0.006% of 340,000 active | AID 504937, 2011 | Potency, µM (highest dose often 57.5 µM), inactives show top-dose activity change, negative = inhibition, hits mostly inhibitors | Sphingomyelin phosphodiesterase (Homo sapiens), P17405 | placental ASM, HMU-PC fluorogenic substrate, 60 min; note: potency is the fitted concentration of half-maximal effect
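Fluorogenic HMU-PC substrate (9 uM final) is turned over by placental ASM in 60 min at 37 C after a 10 min compound preincubation. Reaction ended by alkaline stop (pH 10), with fluorescence read at 386/447 nm.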
Menin-MLL TR inh: qHTS Assay for Inhibitors Targeting the Menin-MLL Interaction in MLL Related Leukemias: Competition With Texas Red Labeled MLL-derived Mutant Peptide; 0.23% of 270,000 active; Potency, µM (doses to about 61.6 µM), for inactives: top-dose FP activity change, negative = inhibition, hits mostly inhibitors; Menin + Texas Red MLL mutant peptide, fluorescence polarization; active = well fitted inhibition curve with a large enough effect in the polarisation, with a control signal flat, not every such curve was filed as active; inconclusive = small, poorly fitted or top-dose-only effect, or effect the other way, or a change in a side signal; inactive = no such curve, though single readings can be large or run the other way; the % refers to the polarisation; note: potency is the fitted concentration of half-maximal effect; % of control where 0% means no effect; many of its hits are not listed in these tables
MLL CXXC-DNA inh: qHTS Fluorescence Polarization Assay for Inhibitors of MLL CXXC domain - DNA interaction. AID 2662, 2010. 0.037% of 290,000 active. Histone-lysine N-methyltransferase 2A (Homo sapiens), Q03164. Potency, µM (top dose mostly 115 µM), for inactives: top-dose activity change, negative = inhibition, hits mostly inhibitors. MLL-CXXC / FITC-HOXA9 DNA fluorescence polarization; active = well fitted inhibition curve with a large enough effect in the polarisation, with a control signal flat, not every such curve was filed as active; inconclusive = small, poorly fitted or top-dose-only effect, or effect the other way, or a change in a side signal; inactive = no such curve, though single readings can be large or run the other way; the % refers to the polarisation; note: potency is the fitted concentration of half-maximal effect
Target sequence (Q03164 whole entry, looked up, the tested form may be a part): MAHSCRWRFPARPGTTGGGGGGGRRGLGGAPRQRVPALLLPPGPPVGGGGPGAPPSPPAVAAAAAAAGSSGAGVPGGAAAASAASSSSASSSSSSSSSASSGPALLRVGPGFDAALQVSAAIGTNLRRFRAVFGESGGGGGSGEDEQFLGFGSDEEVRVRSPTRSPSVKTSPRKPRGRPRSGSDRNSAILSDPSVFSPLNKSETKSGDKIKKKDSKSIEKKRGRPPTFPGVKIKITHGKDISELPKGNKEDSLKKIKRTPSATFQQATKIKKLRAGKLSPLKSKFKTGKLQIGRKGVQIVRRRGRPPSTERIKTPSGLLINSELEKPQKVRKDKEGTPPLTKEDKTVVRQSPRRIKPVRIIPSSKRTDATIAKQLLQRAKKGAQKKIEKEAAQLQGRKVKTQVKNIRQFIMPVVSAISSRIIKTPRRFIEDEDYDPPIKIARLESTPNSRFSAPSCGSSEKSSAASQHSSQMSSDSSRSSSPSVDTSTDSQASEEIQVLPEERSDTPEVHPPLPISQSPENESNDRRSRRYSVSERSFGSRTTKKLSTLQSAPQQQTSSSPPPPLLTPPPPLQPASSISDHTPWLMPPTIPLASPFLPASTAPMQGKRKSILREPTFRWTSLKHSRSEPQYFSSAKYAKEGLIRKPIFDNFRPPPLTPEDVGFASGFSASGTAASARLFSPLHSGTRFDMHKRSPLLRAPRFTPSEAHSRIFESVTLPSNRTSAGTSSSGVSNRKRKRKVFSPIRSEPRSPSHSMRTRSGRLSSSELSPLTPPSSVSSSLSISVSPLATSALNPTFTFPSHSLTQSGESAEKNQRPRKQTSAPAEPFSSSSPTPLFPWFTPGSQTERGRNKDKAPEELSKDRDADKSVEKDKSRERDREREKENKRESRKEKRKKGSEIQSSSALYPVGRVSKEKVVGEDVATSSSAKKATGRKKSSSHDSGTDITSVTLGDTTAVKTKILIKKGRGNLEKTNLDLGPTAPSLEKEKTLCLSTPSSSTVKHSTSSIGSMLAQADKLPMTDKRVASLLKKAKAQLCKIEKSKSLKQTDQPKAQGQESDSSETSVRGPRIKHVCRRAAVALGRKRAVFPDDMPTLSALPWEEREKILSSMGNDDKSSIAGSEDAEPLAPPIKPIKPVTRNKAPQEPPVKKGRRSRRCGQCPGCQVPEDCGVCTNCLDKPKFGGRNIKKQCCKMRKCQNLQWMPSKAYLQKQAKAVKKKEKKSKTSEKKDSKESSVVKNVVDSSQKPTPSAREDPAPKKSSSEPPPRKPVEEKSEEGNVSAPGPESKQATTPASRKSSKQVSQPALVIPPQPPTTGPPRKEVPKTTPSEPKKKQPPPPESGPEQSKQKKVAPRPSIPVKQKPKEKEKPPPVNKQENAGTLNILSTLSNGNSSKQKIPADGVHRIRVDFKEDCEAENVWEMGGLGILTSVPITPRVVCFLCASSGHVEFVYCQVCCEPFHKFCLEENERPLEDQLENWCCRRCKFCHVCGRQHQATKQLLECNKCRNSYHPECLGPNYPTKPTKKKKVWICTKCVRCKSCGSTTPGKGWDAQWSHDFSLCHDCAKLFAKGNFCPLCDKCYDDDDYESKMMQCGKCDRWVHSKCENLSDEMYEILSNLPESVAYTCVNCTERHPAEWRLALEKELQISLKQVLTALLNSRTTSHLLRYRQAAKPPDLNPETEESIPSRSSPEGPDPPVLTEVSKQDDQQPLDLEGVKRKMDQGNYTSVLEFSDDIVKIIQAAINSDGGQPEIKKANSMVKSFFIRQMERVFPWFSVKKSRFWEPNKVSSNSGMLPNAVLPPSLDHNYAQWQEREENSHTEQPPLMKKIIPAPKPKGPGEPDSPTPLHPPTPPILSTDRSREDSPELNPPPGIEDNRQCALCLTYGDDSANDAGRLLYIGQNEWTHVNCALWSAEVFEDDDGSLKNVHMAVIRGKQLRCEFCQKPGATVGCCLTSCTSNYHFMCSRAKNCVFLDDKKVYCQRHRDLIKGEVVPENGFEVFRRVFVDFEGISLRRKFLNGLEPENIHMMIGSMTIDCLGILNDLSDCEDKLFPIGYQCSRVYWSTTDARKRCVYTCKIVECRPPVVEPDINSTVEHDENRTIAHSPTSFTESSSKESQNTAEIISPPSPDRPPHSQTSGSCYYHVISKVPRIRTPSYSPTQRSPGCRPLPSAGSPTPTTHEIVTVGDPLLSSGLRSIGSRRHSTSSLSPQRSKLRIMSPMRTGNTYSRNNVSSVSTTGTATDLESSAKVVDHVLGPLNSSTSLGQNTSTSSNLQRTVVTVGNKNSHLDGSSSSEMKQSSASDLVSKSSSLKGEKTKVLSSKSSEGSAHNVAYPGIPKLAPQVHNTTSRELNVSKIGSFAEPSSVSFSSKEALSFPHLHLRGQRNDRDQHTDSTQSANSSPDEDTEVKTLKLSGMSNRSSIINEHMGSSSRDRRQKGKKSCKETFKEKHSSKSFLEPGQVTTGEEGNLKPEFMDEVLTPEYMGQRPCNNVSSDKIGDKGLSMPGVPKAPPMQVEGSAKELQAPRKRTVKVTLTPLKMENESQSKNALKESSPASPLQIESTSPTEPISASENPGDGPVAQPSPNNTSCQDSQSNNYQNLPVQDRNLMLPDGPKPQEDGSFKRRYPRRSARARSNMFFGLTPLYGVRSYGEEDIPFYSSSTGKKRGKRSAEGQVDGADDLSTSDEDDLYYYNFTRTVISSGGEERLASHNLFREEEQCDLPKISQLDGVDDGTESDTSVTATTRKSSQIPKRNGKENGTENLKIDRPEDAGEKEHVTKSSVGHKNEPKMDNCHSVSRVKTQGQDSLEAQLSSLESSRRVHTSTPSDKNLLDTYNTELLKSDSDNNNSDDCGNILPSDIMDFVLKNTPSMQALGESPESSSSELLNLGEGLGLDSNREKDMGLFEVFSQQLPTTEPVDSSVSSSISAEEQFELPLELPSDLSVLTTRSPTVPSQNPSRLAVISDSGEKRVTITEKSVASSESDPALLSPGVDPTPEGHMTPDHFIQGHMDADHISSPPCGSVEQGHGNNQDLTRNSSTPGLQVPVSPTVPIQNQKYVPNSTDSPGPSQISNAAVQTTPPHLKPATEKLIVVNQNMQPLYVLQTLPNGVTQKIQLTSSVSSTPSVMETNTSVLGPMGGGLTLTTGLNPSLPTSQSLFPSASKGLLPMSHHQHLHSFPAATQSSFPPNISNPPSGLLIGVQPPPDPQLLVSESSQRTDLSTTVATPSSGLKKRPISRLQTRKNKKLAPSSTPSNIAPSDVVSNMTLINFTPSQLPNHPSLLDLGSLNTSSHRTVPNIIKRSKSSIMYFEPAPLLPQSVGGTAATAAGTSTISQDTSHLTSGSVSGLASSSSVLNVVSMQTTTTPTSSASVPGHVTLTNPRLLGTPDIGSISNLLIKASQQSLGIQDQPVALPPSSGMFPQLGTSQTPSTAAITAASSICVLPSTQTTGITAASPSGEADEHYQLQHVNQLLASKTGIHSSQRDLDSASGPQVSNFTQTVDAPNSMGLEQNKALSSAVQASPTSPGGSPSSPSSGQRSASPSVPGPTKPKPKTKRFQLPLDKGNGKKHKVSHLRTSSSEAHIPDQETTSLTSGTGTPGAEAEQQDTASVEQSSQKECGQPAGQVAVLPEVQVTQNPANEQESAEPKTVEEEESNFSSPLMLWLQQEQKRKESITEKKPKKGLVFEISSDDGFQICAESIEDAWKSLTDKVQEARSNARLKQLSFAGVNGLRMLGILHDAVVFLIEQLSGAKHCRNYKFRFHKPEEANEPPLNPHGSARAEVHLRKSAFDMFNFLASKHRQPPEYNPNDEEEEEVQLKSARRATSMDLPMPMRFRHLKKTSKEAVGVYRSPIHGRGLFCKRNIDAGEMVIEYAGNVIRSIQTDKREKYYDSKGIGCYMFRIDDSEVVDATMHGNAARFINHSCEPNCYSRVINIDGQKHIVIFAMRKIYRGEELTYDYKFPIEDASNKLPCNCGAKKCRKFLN
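Fluorescence polarization: 7 uM MLL-CXXC (stock) preincubated 5 min with compounds, then 50 nM fluorescein-HOX-A9 DNA (stock) added; 30 min ambient. Buffer 50 mM Tris-HCl pH 7.5, 50 mM NaCl, 1 mM DTT, 0.05% BSA.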
MBNL1-CUG inh: qHTS Assay for Inhibitors of MBNL1-poly(CUG) RNA binding. Muscleblind-like protein 1 (Homo sapiens), Q9NR56. TR-FRET MBNL1-His/biotin-(CUG)12 binding, 665/545 ratio. Potency, µM (series often up to 57.5 µM), for the others: at the top dose activity change, negative = inhibition, hits mostly inhibitors. 0.036% of 280,000 active. AID 2675, 2010; active = well fitted inhibition curve with a large enough effect in the signal ratio, with a control signal flat, not every such curve was filed as active; inconclusive = small, poorly fitted or top-dose-only effect, or effect the other way, or a change in a side signal; inactive = no such curve, though single readings can be large or run the other way; the % refers to the signal ratio; note: potency is the fitted concentration of half-maximal effect; % is set by controls: 0 for no effect and ±100 for the full control effect
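TR-FRET readout: Ex 340 nm, 665/545 nm emission ratio, normalized to buffer-only (basal) and MBNL1-(CUG)12 controls. Complex of MBNL1-His with Biotin-(CUG)12, compounds 92 nM–58 uM, incubated 60 min at room temperature.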
The depositor's hits bear a star; ? = inconclusive; . = not tested or not shown; [ ] = another dose, or the depositor's remark. Unless noted, calls come from the whole dose curve; as a rule, active = well fitted curve in the direction sought with a large enough effect; inconclusive = small, poorly fitted or top-dose-only effect, or another doubt; inactive = no such curve, though single readings can be large; an effect the other way counts as inactive or inconclusive. Some of the compounds tested; count on the stated rates, not on these rows.

SMILES	TSHR antagonist	PTAP TSG101 blk	a7 integrin act	A-T KAP1 phos	Mito fusion yeast	TCR activator	ASM inhibitor	Menin-MLL TR inh	MLL CXXC-DNA inh	MBNL1-CUG inh
CCC(C)C1/C=C\CC(NC(=O)OCC2c3ccccc3-c3ccccc32)CC(=O)N1Cc1ccccc1 (stereo not drawn)	-5	-4%	-8%	2%[11.5 µM]	.	2%[46.1 µM]	-2%	.	.	.
CCOc1ccc(N(CC(=O)NCc2ccco2)S(C)(=O)=O)cc1	7	-4%	-12%	-2%	-3%	3%	1%	-18%	8%	-2%
O=C(OCC1COC(c2ccccc2)(c2ccccc2)O1)c1ccccc1 (stereo not drawn)	.	0%	2%	.	.	-2%	-7%	.	.	.
CSc1nnc2n(-c3ccccc3)c(=O)c3c4c(sc3n12)CCC4	-19	-6%	18%	6%	2%	2%	0%	-8%	2%	-2%
Cc1ccc(C(=O)OCC(=O)N2CC(=O)Nc3ccccc32)s1	0	-4%	12%	2%	11%	0%	1%	1%	0%	-11%
Cc1cc(C)n(-c2nc(NCC(C)O)c3c4c(sc3n2)CCCC4)n1 (stereo not drawn)	-8	-1%	10%	15%	6%	4%	39%[activator]	-8%	-4%	22%
O=C1CCC(=O)N1OCCOc1ccc(Cl)c2ccccc12	-7	1%	0%	2%	3%	-3%	0%	8%	2%	?
Clc1ccc(Cn2c(-c3cccnc3Cl)nc3ccccc32)cc1	2	0%	4%	-1%	-3%	8%	2%	11%	-1%	-14%
CC(C)Oc1ccc(C(=O)NC(C)(C)CO)cc1	6	0%	18%	1%	1%	6%	2%	-2%	1%	-1%
CC(=O)N1CCN(C(=O)CNc2cc(C(F)(F)F)ccc2OCC(F)(F)F)CC1	8	-10%	?	-4%	3%	6%	4%	20%	-3%	3%
COc1ccc(C2(C)NC(=O)N(CC(=O)Nc3ccc(-c4nc5ccc(C)cc5s4)cc3)C2=O)cc1 (stereo not drawn)	-7	-7%	-11%	4%	1%	1%	54%	-1%	?	150%[activator]
CC(=O)Nc1ccc(C(=O)N2CCCc3ccccc32)cc1	11	2%	-6%	-3%	6%	.	0%	3%	4%	0%
O=C1C2C3C=CC(C3)C2C(=O)N1c1ccc2ccccc2n1 (stereo not drawn)	36	1%	9%	-2%	-1%	1%[46.1 µM]	3%	-8%	12%	1%
O=C1c2ccccc2C(=O)N1CCCCCCN1C(=O)c2ccccc2C1=O	.	3%	-24%	.	.	9%	-1%	.	.	.
Cc1ccc(-c2nnn(CC(=O)N(c3cccc(F)c3)C(C(=O)NC3CCCC3)c3ccncc3)n2)o1 (stereo not drawn)	-2	-8%	-8%	0%	-4%	7%	0%	18%	9%	2%
COC(=O)c1cccc(NC(=O)C2COc3ccccc3O2)c1 (stereo not drawn)	-7	3%	7%	5%	8%	-4%	-1%	42%[activator]	-1%	-4%
CC(C)C(C(=O)NC1=NCCS1)c1ccc(Cl)cc1 (stereo not drawn)	-1	0%	-6%	0%	-12%	-11%	-1%	20%	16%	-3%
CCCC(C(=O)NC1CCCC1)N(CCCN1CCOCC1)C(=O)c1snc(C(N)=O)c1N (stereo not drawn)	-1	5%	4%	-3%	0%	4%	104%[activator]	3%	8%	-1%
COc1ccc(C(NC(C)=O)c2c(O)ccc3ccccc23)cc1OC (stereo not drawn)	20	-3%	1%	3%	8%	3%[46.1 µM]	50%[activator]	5%	22%	13%
Cc1ccc(N=Cc2ccc(N(C)C)cc2)cc1	7	-6%	-4%	.	-1%	2%	0%	5%	-16%	?
COc1ccc(-n2c(CN3CCN(c4ccccc4)CC3)nc3ccc([N+](=O)[O-])cc3c2=O)c(OC)c1	-9	-3%	0%	-2%	-10%	1%	0%	-25%	-6%	?
Cc1ccc(N(CC(=O)NC(C)(C)C)C(=O)CS(=O)CC(=O)Nc2ccc(F)cc2)cc1 (stereo not drawn)	20	-1%	-1%	14%	-5%	-2%	1%	-2%	-9%	-16%
C=CCn1c(SCC(=O)N2CCOCC2)nnc1C(C)NC(=O)c1ccccc1 (stereo not drawn)	24	-3%	-12%	4%	-6%	-2%	8%	.	0%	-6%
CCc1nnc(NC(=O)C2CCC2)s1	4	-6%	?	5%	-3%	-10%	6%	3%	-4%	-6%
CN(C)c1ccc(C=NNc2ccccn2)c(Cl)c1	.	-3%	10%	.	.	-1%	57%[activator]	.	.	.
SMILES	TSHR antagonist	PTAP TSG101 blk	a7 integrin act	A-T KAP1 phos	Mito fusion yeast	TCR activator	ASM inhibitor	Menin-MLL TR inh	MLL CXXC-DNA inh	MBNL1-CUG inh
O=C1CC(Nc2ccc(N3CCOCC3)cc2)C(=O)N1c1ccccc1 (stereo not drawn)	-1	-8%	5%	-7%	-7%	0%	3%	8%	1%	22%
CC(NC(=O)CSc1cccc(C(F)(F)F)c1)c1ccccc1 (stereo not drawn)	3	-8%	37%	?	16%	1%[46.1 µM]	-1%	-2%	4%	-20%
CCOC(=O)/C=c1\s/c(=C\c2c(OC)ccc3ccccc23)c(=O)n1CC(=O)NCC1CCCO1 (stereo not drawn)	13	0%	-12%	-5%	6%	-3%	-14%	9%	?	?
CCOc1ccc(C(=O)NCC2CCCN2S(=O)(=O)c2cccs2)cc1 (stereo not drawn)	-9	0%	-9%	-1%	10%	-4%	-2%	.	.	.
Cc1ccc([N+](=O)[O-])cc1S(=O)(=O)N(C(=O)c1ccncc1)c1ccc2oc3c(c2c1)CCCC3	13	-1%	3%	0%	13µM*	-7%	59%[activator]	7%	-12%	.
CC1(C)Cc2cccc(OCC(=O)NCc3cccs3)c2O1	-3	0%	7%	4%	11%	-2%	0%	.	.	.
O=C(O)COc1ccc(Br)cc1CP(=O)(c1ccccc1)c1ccccc1	3	-1%	12%	15%	4%	0%	4%	.	-12%	.
O=C(NNc1cccc(Cl)n1)C1CC1	-1	-1%	-5%	5%	2%	-2%	1%	0%	-1%	-7%
COc1ccc(C)cc1-n1nnnc1SCn1nnc2ccccc2c1=O	-7	-6%	-52%[inhibitor]	6%	2%	.	-2%	4%	3%	-1%
COC(=O)c1ccc(Nc2c([N+](=O)[O-])ccc3nonc23)cc1	18	-15%	13%	3%	0%	2%	-3%	22%	23%	?
O=C(NC1CCCC1)C(c1ccccn1)N(C(=O)c1csnn1)c1ccccc1 (stereo not drawn)	-4	-1%	15%	2%	6%	7%	8%	-18%	27%	-7%
COc1cc(CNC(C)(C)CO)cc(Br)c1OCc1ccccc1	-2	-1%	-69%[inhibitor]	-2%	4%	6%	5%	-16%	4%	-1%
Cc1ccc([N+](=O)[O-])cc1NC(=O)c1cccs1	2	-6%	-3%	-2%	-3%	1%	1%	3%	4%	?
CCCCOc1ccc(-c2nc(SCC(N)=O)n[nH]2)cc1	-4	-7%	-20%	2%	0%	2%	-8%	-2%	-11%	7%
COc1ccc(CC(=O)NCCCSc2ccccc2)cc1OC	-35	-1%	7%	-13%	-3%	1%	1%	.	7%	2%
CCCCC(=O)N1CC2(C)CN(C(=O)CCCC)CC(C)(C1)C2=O	7	-3%	-16%	-1%	1%	2%	2%	0%	11%	-2%
COc1cccc(OC)c1C(=O)Nc1ccc(CN2CCCCC2)cc1	8	-1%	-8%	-8%	-1%	2%	1%	.	-1%	1%
Clc1ccc2nc(N3CCN(c4ccccc4)CC3)sc2c1	3	-3%	12%	6%	0%	2%[46.1 µM]	-1%	5%	0%	7%
